# Assay outcomes as filed in PubChem BioAssay.
# RBBP9 inhibitor = human RBBP9 inhibitors, primary screen, biochemical, fluorescence polarization, FP-Rh probe, HTS; Serine hydrolase RBBP9 (Homo sapiens), O75884; recombinant RBBP9; inhibition, % at 7.94 µM; 220,000 tested, 0.2% active; AID 1515, 2009;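 active = inhibition above the campaign mean of all tested compounds plus 3 SD, cut at about 14% in these data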;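 note: plate controls were DMSO wells with RBBP9 for no effect and wells lacking RBBP9 protein for full effect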
# Target sequence (O75884 whole entry, looked up): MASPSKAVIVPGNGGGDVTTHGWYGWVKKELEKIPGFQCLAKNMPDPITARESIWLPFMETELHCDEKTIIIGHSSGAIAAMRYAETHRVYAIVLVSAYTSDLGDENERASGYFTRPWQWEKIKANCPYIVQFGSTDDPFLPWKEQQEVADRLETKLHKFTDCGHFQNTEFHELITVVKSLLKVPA
#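 System: RBBP9 protein / Buffer or medium: Tris/NaCl buffer pH 8.0 with 0.1% Pluronic / Probe or stimulus: Serine-hydrolase probe FP-Rh, 375 nM pre-mixing / Dosing: 7.94 µM single dose, 0.794% DMSO / Times: enzyme-compound preincubation 30 min, then probe labeling 45 min, 25 °C / Technique: fluorescence polarization (mP), excitation 525 nm, emission 598 nm / Replication: singlicate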
# Runt-SMMHC FRET = inhibitors of RUNX1 Runt–CBFb-SMMHC binding, primary screen, biochemical, FRET, Cerulean-Runt, Venus-CBFb-SMMHC, uHTS | AID 1434, 2008 | Cerulean-Runt/Venus-CBFb-SMMHC FRET ratio 530/480, 1 h | inhibition, % at 20 µM | 220,000 tested, 0.74% active;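 active = mean inhibition across duplicate retests at 20 µM reaching about 50%, limit read from the data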;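 note: 0% = DMSO wells and 100% = wells with excess untagged CBFb-SMMHC; inhibitors lower the FRET ratio by blocking Runt binding to CBFb-SMMHC; some results filed as inactive read as strong as hits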
# NPY1 pot ag = NPY-Y1 receptor potentiators or agonists, primary screen, cell-based; Neuropeptide Y receptor type 1 (Homo sapiens), P25929; NPY-Y1 expressing cells, potentiator/agonist activation; activation, % at 3.6 µM; 220,000 tested, 0.37% active; AID 1304, 2008; in the data active = activation above about 33%, passing the limit was not always enough;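 note: cells stimulated with NPY at EC10 then isoproterenol at EC100; 0% = low agonist plus stimulus and 100% = saturating agonist plus stimulus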
# Runt-CBFb FRET = inhibitors of RUNX1 Runt–CBFb binding, primary screen, biochemical, FRET, Cerulean-Runt, Venus-CBFb, uHTS; Cerulean-Runt/Venus-CBFb FRET ratio 530/480, 1 h; inhibition, % at 20 µM; Runt-related transcription factor 1 (Homo sapiens) + Core-binding factor subunit beta …; 220,000 tested, 0.46% active;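 active = inhibition over about 50% at 20 µM in the single-dose screen, limit read from the data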;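 note: 0% = DMSO wells and 100% = excess unlabeled CBFb competitor control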
#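 Doses: 20 µM compound in 1% DMSO | Material: Cerulean-labeled Runt domain protein | Amount: Each fluorescent fusion protein 100 nM | Schedule: Two 1 h room-temperature incubations shielded from light | Measured by: FRET fluorescence | Evaluation: Loss of energy transfer signal | Controls: Unlabeled CBFb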
# p97 ATPase inh = inhibitors of human p97 ATPase, primary screen, biochemical | AID 1481, 2009 | recombinant p97 ATPase, Kinase-Glo ATP luminescence, 3 h | 220,000 tested, 0.42% active | Transitional endoplasmic reticulum ATPase (Homo sapiens), P55072 | inhibition, % at 8 µM; in the data active = inhibition above about 15%;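 note: 0% = DMSO vehicle and 100% = wells lacking enzyme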
# Hck-Nef inh = inhibitors of Nef-activated human Hck kinase, primary screen, biochemical, Z-Lyte FRET, 384-well, Hck-YEEI; Recombinant Hck-YEEI plus Nef, Z-Lyte FRET kinase assay; inhibition, % at 20 µM; 220,000 tested, 0.68% active;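 active = Hck-Nef kinase inhibition above about 50%, limit read from the data; inactive = inhibition below that limit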;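 note: 0% = DMSO with Hck plus Nef and 100% = Hck alone without Nef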
# Target sequence (P08631 whole entry, looked up): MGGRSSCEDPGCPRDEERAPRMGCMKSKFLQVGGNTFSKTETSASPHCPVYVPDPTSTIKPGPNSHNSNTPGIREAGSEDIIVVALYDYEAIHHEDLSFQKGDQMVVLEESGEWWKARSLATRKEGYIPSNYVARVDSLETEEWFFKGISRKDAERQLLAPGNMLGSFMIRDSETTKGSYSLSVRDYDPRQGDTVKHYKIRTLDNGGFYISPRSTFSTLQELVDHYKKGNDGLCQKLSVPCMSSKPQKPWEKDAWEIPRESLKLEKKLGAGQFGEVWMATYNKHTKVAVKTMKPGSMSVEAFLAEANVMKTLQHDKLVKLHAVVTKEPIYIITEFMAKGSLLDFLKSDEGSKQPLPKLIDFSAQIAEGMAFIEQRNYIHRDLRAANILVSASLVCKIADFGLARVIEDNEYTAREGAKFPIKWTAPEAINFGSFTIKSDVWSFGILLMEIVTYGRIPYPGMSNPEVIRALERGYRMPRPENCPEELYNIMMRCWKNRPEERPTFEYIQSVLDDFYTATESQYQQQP
# MDM2 E3 inh = MDM2-luciferase reporter signal enhancers, primary screen, MDM2 E3 ligase inhibitor project, cell-based, luminescence, 1536-well. signal enhancement, % at 5 µM. 210,000 tested, 0.11% active. cell-based MDM2 ubiquitination luciferase reporter, 2 h; 0 = plate control, 100 = twice control, blank-subtracted. AID 1230, 2008. E3 ubiquitin-protein ligase Mdm2 (Homo sapiens), Q00987;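 active = signal enhancement of 30% or more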;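 note: luminescence tracks abundance of the self-degrading MDM2-luciferase fusion protein; higher signal means inhibition of MDM2 E3 ligase activity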
#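 Material: Stable MDM2–luciferase fusion reporter cells | Amount: 2000 cells seeded into each well | Dosing: One concentration, 5 µM, with 0.2% DMSO | Incubation: 4 h cell settling then 2 h compound exposure, 37 °C | Measured by: Luciferase luminescence | Read-out basis: % enhancement relative to plate controls after blank subtraction | Benchmarks: Control and blank well means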
# NPY-Y2 PAM-ag = NPY-Y2 potentiators or agonists, primary screen, cell-based; 220,000 tested, 0.45% active; Neuropeptide Y receptor type 2 (Homo sapiens), P49146; cells expressing NPY-Y2, potentiator/agonist read-out; activation, % at 3.6 µM; in the data active = activation above about 27%;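 note: cells stimulated with NPY near EC25 plus isoproterenol at EC100; 0% = vehicle plus submaximal agonist and 100% = vehicle plus saturating agonist; some results beyond the cut were filed as inactive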
# Target sequence (P49146 whole entry, looked up): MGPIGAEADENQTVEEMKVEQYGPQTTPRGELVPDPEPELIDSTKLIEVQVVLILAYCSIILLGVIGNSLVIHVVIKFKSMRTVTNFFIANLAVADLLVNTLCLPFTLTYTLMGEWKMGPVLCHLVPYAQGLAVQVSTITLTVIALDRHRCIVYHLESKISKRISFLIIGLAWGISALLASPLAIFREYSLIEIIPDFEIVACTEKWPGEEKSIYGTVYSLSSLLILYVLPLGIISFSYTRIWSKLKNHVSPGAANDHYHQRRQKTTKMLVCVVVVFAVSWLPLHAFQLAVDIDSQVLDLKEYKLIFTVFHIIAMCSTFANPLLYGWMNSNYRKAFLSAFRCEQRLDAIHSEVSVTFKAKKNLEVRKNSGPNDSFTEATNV
# NPY-Y1 antag = NPY-Y1 receptor antagonists, primary screen, cell-based; Neuropeptide Y receptor type 1 (Homo sapiens), P25929; HEK293-CNG Y1 cells, membrane potential fluorescence; NPY at EC95, then isoproterenol; inhibition, % at 3.6 µM; 200,000 tested, 1% active; AID 1040, 2008;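 active = inhibition above the campaign mean inhibition of all tested compounds plus 3 SD, cut at about 20% in these data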;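 note: 0% = DMSO wells given NPY plus isoproterenol and 100% = isoproterenol alone without NPY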
#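 Test system – HEK293 Y1/CNG channel cell line · Also added – NPY agonist 25 nM, then isoproterenol 1 µM plus Ro 20-1724 25 µM · Compound dosing – one concentration, 3.6 µM, in 0.4% DMSO · Schedule – compound incubation 1 h at room temperature, readout 45 min post-stimulation · Technique – fluorescence, membrane potential probe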
# * marks the source's active call; other numbers are inactive results; x = no result given.
SMILES,RBBP9 inhibitor,Runt-SMMHC FRET,NPY1 pot ag,Runt-CBFb FRET,p97 ATPase inh,Hck-Nef inh,MDM2 E3 inh,NPY-Y2 PAM-ag,NPY-Y1 antag
O=C(CNS(=O)(=O)c1ccc(Br)s1)N1CCC(N2CCCCC2)CC1,-6,1,-23,-2,7,0,-7,5,-1
CCOC(=O)N1CCC(NC(=O)c2cc(C(=O)NCc3cccc(Cl)c3)ccc2CO)CC1,-4,2,-3,1,-7,6,-15,9,-4
CC1(C)C(=O)Nc2ccccc2N1C(=O)COC(=O)c1ccc(Cl)c(S(=O)(=O)NCc2ccccc2)c1,-6,2,3,2,-2,0,-11,-4,0
Cc1ccc(CCNc2ccccc2)c[n+]1[O-],-8,-7,-12,-1,0,-2,1,13,5
COc1ccc(NC(=S)NNc2ccc(S(=O)(=O)Nc3ccccc3C(=O)O)cc2[N+](=O)[O-])cc1,22*,15,13,16,0,-5,-38,-9,x
Cc1[nH][nH]c(=O)c1C(c1cc([N+](=O)[O-])ccc1O)c1c(C)[nH][nH]c1=O,1,0,23,4,-1,-1,-8,10,2
O=C(O)CC1(CC(=O)Nc2ccc(Oc3cccc(C(F)(F)F)c3)nc2)CCCC1,-3,-2,1,0,-2,10,-11,-1,x
CCOc1ccc(/C=C/C(=O)CCC(=O)O)cc1,4,0,-4,0,-1,-19,5,-25,2
COc1ccc(CN2CC(C(=O)NCc3ccccn3)CC2=O)cc1 (stereo unspecified),-5,1,-11,1,10,-3,-20,8,8
CCC(C)[C@H](NC(=O)Nc1ccc(S(N)(=O)=O)cc1)C(=O)O (stereo partly specified),6,-4,-13,-3,5,-8,-5,12,-8
CN(C)CCCNC(=O)C1CCNCC1,-4,0,10,3,4,-8,-3,1,1
COc1ccc(C2c3ccsc3CCN2C(=O)C(C)(C)C)cc1 (stereo unspecified),0,-1,-12,-1,3,7,-5,-25,x
N#Cc1ccc(-c2ccccc2)nc1SCCN1CCOCC1,-5,1,-17,-7,-1,5,7,-19,8
CC(=O)N1CCc2cc(C(=O)CN3CCN(c4ccccc4F)CC3)ccc21,-4,0,-20,1,-2,-1,-7,-3,1
O=C1CN(c2nc(-c3ccccc3)c3cc(Br)ccc3n2)c2ccccc2N1,-8,-22,-11,-9,6,2,2,1,-4

# Gathered by group: the entries above with a thiophene ring, fused or not.
SMILES,RBBP9 inhibitor,Runt-SMMHC FRET,NPY1 pot ag,Runt-CBFb FRET,p97 ATPase inh,Hck-Nef inh,MDM2 E3 inh,NPY-Y2 PAM-ag,NPY-Y1 antag
O=C(CNS(=O)(=O)c1ccc(Br)s1)N1CCC(N2CCCCC2)CC1,-6,1,-23,-2,7,0,-7,5,-1
COc1ccc(C2c3ccsc3CCN2C(=O)C(C)(C)C)cc1 (stereo unspecified),0,-1,-12,-1,3,7,-5,-25,x

# The list continues:
SMILES,RBBP9 inhibitor,Runt-SMMHC FRET,NPY1 pot ag,Runt-CBFb FRET,p97 ATPase inh,Hck-Nef inh,MDM2 E3 inh,NPY-Y2 PAM-ag,NPY-Y1 antag
CC(C)Oc1cccc(-c2cc(C(=O)N3CCN(c4ncccn4)CC3)c3ccccc3n2)c1,-12,-9,-30,-17,0,-21,6,-17,10
Oc1[nH]c2ccccc2c1N=NC(=S)NCC1CCCO1 (stereo unspecified),6,1,5,-2,-3,2,-19,-6,-4
COc1cccc(NC(=S)N(Cc2ccc(C)cc2)Cc2ccccn2)c1,-4,0,-24,-2,-3,2,-6,-14,-1
CCCCOc1ccc(C(=O)N2CCC(C)CC2)cc1,1,1,6,-2,-5,1,-18,-3,-1
Cc1ccc(NC(=S)NCCc2ccc(F)cc2)c(C)c1,-8,0,-3,-2,-7,0,-6,3,-3
CCOC(=O)c1nn(-c2ccccc2)c2nnc(Cc3ccccc3)c(=O)n12,-4,-6,7,-2,6,12,2,11,10
COc1cccc(NC(=O)CSc2nc3ccccc3cc2Cc2ccccc2)c1,0,-5,-19,-2,4,1,-18,-8,11
Cc1ccc(NC2=NC(=S)N(CC#N)C23CCCCC3)cc1,-12,1,-14,-3,-5,0,-3,-16,2
COc1ccc(/C=N/NC(=O)C(C)N(c2ccc(OC)cc2)S(C)(=O)=O)cc1 (stereo unspecified),1,3,5,-1,-1,-4,2,3,-1
O=C(C1CCCN(c2ncccn2)C1)N1CCc2ccccc21 (stereo unspecified),1,1,29,-2,-5,-1,-2,0,12
CCC(C(=O)NC1CCCC1)N(C(=O)c1snc(C(N)=O)c1N)c1ccc2c(c1)OCCO2 (stereo unspecified),-5,2,-8,-4,8,3,-12,-2,-5
Cc1ccc(O)c(C2=NNC(c3ccc(Cl)cc3)C2)c1 (stereo unspecified),-10,-9,-8,-1,5,-15,-4,-25,x
COc1ccc(S(=O)(=O)N(C)CC(=O)NCc2cccnc2)cc1,-7,3,-7,0,-1,-20,-10,-7,2
CC(C)Cn1c(C(C)C)nc([N+](=O)[O-])c1S(=O)(=O)c1ccc(F)cc1,3,5,13,-3,7,2,-34,-13,1
Cc1cc(C)nc(/N=C(\N)Nc2ccc(SC(F)F)cc2)n1,-6,1,-12,-2,0,19,x,-16,x
Cc1ccc(NC(=O)c2sc3nc[nH]c(=O)c3c2C)c(C)c1,-5,-3,-2,-2,1,2,-5,-19,2
Cc1[nH]c(N=Nc2ccccc2)nc1N=Nc1ccccc1,-2,-9,17,-10,0,5,-10,25,x
CCC1=NN(C(=O)c2ccc(Br)cc2)C(O)(c2ccc(C)cc2)C1 (stereo unspecified),-2,-2,-22,0,-5,0,1,2,4
CSc1nc2nccc(-c3ccc(-c4ccccc4)cc3)n2n1,-1,-10,3,-12,0,1,-8,2,-1
COc1cc(S(=O)(=O)NC2CCCCC2C)ccc1-n1cnnn1 (stereo unspecified),-10,0,-2,-1,3,19,-3,6,-7
CN1CCN(c2ccccc2NC(=O)COc2ccccc2)CC1,-1,1,-26,2,3,3,-5,2,21*
CCOc1ccc(NC2OC(CO)C(O)C(O)C2O)c([N+](=O)[O-])c1 (stereo unspecified),-10,-2,-13,-2,-2,14,-10,15,0
N#Cc1ccsc1NC(=O)CSc1nnnn1-c1ccc(O)cc1,1,-14,2,-1,3,29,3,-6,6
Cc1ccc(S(=O)(=O)N2CCCC2c2nc3ccccc3s2)cc1 (stereo unspecified),-7,0,0,-1,-2,1,-6,-10,6
CCOCCCNC(=S)NC1CC2CCC(C1)N2Cc1ccccc1 (stereo unspecified),-5,x,3,x,-4,15,-18,-15,-7
O=C(Nc1ccc(N2CCOCC2)cc1)Nc1cnsn1,0,7,-1,8,-1,0,-5,-14,1
COc1ccc(-c2c(C)oc3c(CN4CCN(CCO)CC4)c(O)ccc3c2=O)cc1OC,3,3,-17,0,2,2,-10,15,-7
O=C(/C=C/c1ccc(F)cc1)NC(=S)N1CCN(Cc2ccccc2)CC1,-7,-3,-1,-1,-7,8,-1,-16,x
CCC(=O)N(Cc1ccco1)C1CC(=O)N(c2ccccc2)C1=O (stereo unspecified),-1,3,13,0,6,5,-6,6,-7
O=C(c1ccc(Cl)c(F)c1F)N1CCOCC1,-2,-2,1,2,-3,4,-14,-7,-6

# Brought forward from above: seven compounds, then new ones.
SMILES,RBBP9 inhibitor,Runt-SMMHC FRET,NPY1 pot ag,Runt-CBFb FRET,p97 ATPase inh,Hck-Nef inh,MDM2 E3 inh,NPY-Y2 PAM-ag,NPY-Y1 antag
Cc1ccc(S(=O)(=O)N2CCCC2c2nc3ccccc3s2)cc1 (stereo unspecified),-7,0,0,-1,-2,1,-6,-10,6
CCOCCCNC(=S)NC1CC2CCC(C1)N2Cc1ccccc1 (stereo unspecified),-5,x,3,x,-4,15,-18,-15,-7
O=C(Nc1ccc(N2CCOCC2)cc1)Nc1cnsn1,0,7,-1,8,-1,0,-5,-14,1
COc1ccc(-c2c(C)oc3c(CN4CCN(CCO)CC4)c(O)ccc3c2=O)cc1OC,3,3,-17,0,2,2,-10,15,-7
O=C(/C=C/c1ccc(F)cc1)NC(=S)N1CCN(Cc2ccccc2)CC1,-7,-3,-1,-1,-7,8,-1,-16,x
CCC(=O)N(Cc1ccco1)C1CC(=O)N(c2ccccc2)C1=O (stereo unspecified),-1,3,13,0,6,5,-6,6,-7
O=C(c1ccc(Cl)c(F)c1F)N1CCOCC1,-2,-2,1,2,-3,4,-14,-7,-6
CCn1c(SCC(=O)Nc2nc(C)cs2)nnc1-c1ccoc1C,-11,3,7,1,-4,3,-10,-8,3
CCC/C(O)=N\S(=O)(=O)c1ccc(N=NN(C)C)cc1,-6,-5,-12,0,3,6,-6,5,2
CC1=CC(=O)OC1Cc1ccncc1 (stereo unspecified),0,-6,2,-1,3,0,2,5,1
O=C(Oc1ccc(C(=S)N2CCCCC2)cc1)c1ccccc1F,-7,-4,15,1,-7,14,-4,1,-4
O=C(c1ccccc1Cl)N1CCC(O)(c2cccnc2)CC1,-6,x,-14,x,-1,20,7,-7,-3
COc1ccc(NC(=O)Cn2c(=O)sc3ccccc32)c(OC)c1,-3,-2,17,3,0,18,-3,8,2
CCOC(=O)N/N=C/c1c(F)c(F)c(F)c(F)c1F,0,1,6,50*,7,4,-2,14,3
COCCNC(=S)NCCc1ccc(Cl)cc1Cl,-7,3,19,0,3,-9,-10,10,1
Cc1cccc(OCCCCCn2ccnc2)c1C,-2,2,-12,3,-3,5,-23,-7,13
